MC4R antag cAMP = antagonists of human melanocortin 4 receptor (MC4R); P32245; MC4R-expressing cells, MTII-stimulated cAMP, LANCE TR-FRET; inhibition, % at 6.5 µM; hit rate 0.48% among 360,000; AID 540295;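 active = inhibition above its plate's cutoff, the mean of tested wells on that plate plus 3 SD, cut at about 29% in these data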;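 also: 0% = Melanotan II alone and 100% = Melanotan II plus saturating MCL0020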
Target sequence (P32245 whole entry, looked up): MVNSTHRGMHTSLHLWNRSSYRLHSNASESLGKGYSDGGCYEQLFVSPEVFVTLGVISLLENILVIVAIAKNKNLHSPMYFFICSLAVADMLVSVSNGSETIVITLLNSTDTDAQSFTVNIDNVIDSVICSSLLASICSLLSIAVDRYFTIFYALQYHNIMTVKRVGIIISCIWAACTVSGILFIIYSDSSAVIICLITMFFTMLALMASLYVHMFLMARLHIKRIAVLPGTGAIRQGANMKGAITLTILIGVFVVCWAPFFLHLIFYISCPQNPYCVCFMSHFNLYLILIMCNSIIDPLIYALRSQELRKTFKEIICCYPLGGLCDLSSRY
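Material – human MC4R-expressing U2OS cells · Repeats – no replicates · Detection – TR-FRET with Eu-cAMP and labeled anti-cAMP, 671 nm · Times – compound 30 min, challenge 1 h, detection 1 h · Compound – single nominal compound dose of 6.5 µM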
ABHD5-PLIN5 inh = inhibitors of human ABHD5-perilipin-5 interaction; Q00G26+Q8WTS1; Split G. princeps luciferase complementation, luminescence, 4 h; inhibition, % at 4 µM; hit rate 0.78% among 360,000; AID 602281;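 active = inhibition above the mean inhibition across every tested compound plus 3 SD, cut at about 22% in these data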;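 also: 0% = DMSO only wells and the 100% control is not disclosed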
TLR9-MyD88 inh = blocks human TLR9 binding to MyD88; hit rate 0.21% among 340,000; CHO BLA complementation TLR9-MyD88, CCF4 FRET ratio; Q9NR96+Q99836; inhibition, % at 4.98 µM; AID 504734;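 active = inhibition above the mean over all tested compounds plus 3 SD, cut at about 21% in these data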;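 also: 0% = DMSO only wells and 100% = clavulanate BLA inhibitor control wells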
Glyco luc inh = N-linked glycosylation inhibition. D54 ERlucT glycosylation luciferase reporter, 24 h; percent of 100 nM tunicamycin response. AID 588692. reporter increase, % at 12.5 µM. hit rate 0.23% among 360,000;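 active = mean luciferase reporter signal, scaled so untreated is 0 and the glycosylation-blocking control 100, at or above a set limit in every replicate; inconclusive = mean reaches the limit but not every replicate does; inactive = mean below the limit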;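 also: luciferase carries N-glycosylation sites so blocking glycosylation raises the light; 0% = median of neutral control wells and 100% = median of 100 nM tunicamycin wells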
aDG glyco up = increases alpha dystroglycan glycosylation. Pro5-aDG cells, alpha-DG glycosylation AlphaScreen (IIH6); 0% Pro5, 100% B10-LARGE cell signal. activation, % at 10 µM. hit rate 0.22% among 360,000;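 active = activation of at least 8% versus controls, or a plate z-score of at least 8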;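 also: Pro5 are CHO cells carrying HIG-tagged alpha-DG that lacks glycosylation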
Vif inh = blocks HIV Vif function; HEK293T cells, Vif self-association by quenched fluorescence, imaging, 24 h; inhibition, % at 7.49 µM; hit rate 0.35% among 340,000; in the data active = inhibition above about 50%, passing the limit was not always enough; inconclusive = no clear call, values can overlap the other calls; inactive = below about 31%; also: some results filed as inactive read as strong as hits
MC4R ag barr = agonists of human melanocortin 4 receptor (MC4R) beta-arrestin | AID 540308 | hit rate 0.98% among 360,000 | P32245 | activation, % at 8.9 µM | U2OS MC4R beta-arrestin complementation, luminescence; percent of melanotan II response, DMSO zero;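 active = activation above a per-plate cutoff, the mean activation of sample wells on that plate plus 3 SD, cut at about 8% in these data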
Exocytosis inh = lytic granule exocytosis inhibition. inhibition, % at 10 µM. hit rate 0.66% among 360,000. TALL-104 LAMP-1 surface exposure, flow cytometry; cells stimulated with thapsigargin and PMA;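 active = inhibition above about 55%, limit read from the data; inconclusive = no clear call, values can overlap the other calls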
NOD2-RIPK2 inh = blocks binding of human NOD2 to RIPK2. inhibition, % at 4.98 µM. CHO BLA complementation NOD2-RIPK2, CCF4 ratio. O43353. AID 624267. hit rate 0.38% among 360,000; in the data active = inhibition above about 21%;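 also: 0% = vehicle only and 100% = reference blocker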
Target sequence (O43353 whole entry, looked up): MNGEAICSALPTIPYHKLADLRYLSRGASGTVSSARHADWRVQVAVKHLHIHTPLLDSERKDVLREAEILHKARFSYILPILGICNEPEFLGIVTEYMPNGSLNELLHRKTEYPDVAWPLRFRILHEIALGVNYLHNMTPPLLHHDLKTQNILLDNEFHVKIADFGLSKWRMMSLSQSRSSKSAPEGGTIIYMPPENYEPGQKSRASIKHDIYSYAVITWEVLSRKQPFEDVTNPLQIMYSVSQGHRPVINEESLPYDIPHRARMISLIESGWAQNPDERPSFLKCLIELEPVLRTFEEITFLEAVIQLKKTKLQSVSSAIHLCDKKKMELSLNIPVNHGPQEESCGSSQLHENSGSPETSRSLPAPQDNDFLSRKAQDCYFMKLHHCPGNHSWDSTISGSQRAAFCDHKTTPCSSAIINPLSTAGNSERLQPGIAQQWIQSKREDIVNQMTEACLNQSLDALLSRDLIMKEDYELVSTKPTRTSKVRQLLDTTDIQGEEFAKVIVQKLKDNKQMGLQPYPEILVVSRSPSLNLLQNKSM
ABCB6 inh MLPCN = blocks the human ABCB6 transporter; Q9NP58; K562-ABCB6 porphyrin accumulation, flow cytometry, 1 h; active compounds read low; fluorescence ratio to DMSO, % at 10 µM; hit rate 0.19% among 360,000;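 active = fluorescence ratio to DMSO below 75%, the collection mean minus 3 SD; inconclusive = too few cells collected in the well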;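 also: signal is porphyrin accumulated inside mitochondria; 100% equals median channel fluorescence of DMSO control wells; lower ratio means ABCB6 inhibition with less porphyrin fluorescence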
Starred values were filed as active, the others as inactive; ? = inconclusive; . = no result given; & = joins results of further samples. Not all compounds are listed. The share of hits here may be higher or lower than overall.

SMILES	MC4R antag cAMP	ABHD5-PLIN5 inh	TLR9-MyD88 inh	Glyco luc inh	aDG glyco up	Vif inh	MC4R ag barr	Exocytosis inh	NOD2-RIPK2 inh	ABCB6 inh MLPCN
C[C@H]1c2cccc(O)c2C(O)=C2C(=O)[C@]3(O)C(O)=C(C(N)=O)C(=O)[C@@H](N(C)C)[C@@H]3[C@@H](O)[C@@H]21	1	-3	-1	-3	-0.1	-2	-0.2	-2	0	98
CCN(CC)S(=O)(=O)c1ccc(C(=O)O)cc1	-4	1	8	0	3.9	6	-2.3	-1	-5	103
CCCCOC(=O)c1ccc(N)cc1	3	-16	-3	-2	-0.2	-1	-0.3	1	1	105
O=C(NCCN1CCOCC1)c1ccc(Cl)cc1	6	-10	-5	1	0.4	-16&4	-0.2	2	-4	96
CN1CCN(CCCN2c3ccccc3Sc3ccc(S(=O)(=O)N(C)C)cc32)CC1	4	15	3	-1	1.2	-10	0.7	23	-2	95
COc1ccccc1OC(=O)Oc1ccccc1OC	4	-4	5	-1	-0.1	2	-2.6	20	9	97
CCCc1cc(C(N)=S)ccn1	13	-9	16	1	0.0	-7&4	0.4	-1	-15	102
CC[C@]12CCCN3CCc4c(n(c5ccccc45)[C@@](O)(C(=O)OC)C1)[C@@H]32	1	-6	-5	-4	0.2	10	0.5	0	-12	102
CN=C(N)NC(=O)Nc1c(C)cccc1C	12	-2	.	1	-0.2	9	0.2	-6	0	102
C#C[C@]1(O)CC[C@H]2[C@@H]3CCC4=CC(=O)CC[C@@H]4[C@H]3CC[C@@]21CC	14&-11	5&1	8&6	-1&-2	-0.2&3.9	-4&4	1.3&0.7	-3&-6	1&-15	139&99
Nc1cc(=O)[nH]c(N)n1	0	-5	-7	0	-0.1	-2	-0.6	-2	-9	101
CCN(CC)CCOC(=O)C(c1ccccc1)c1ccccc1	4	-11	-10	-2	-0.1	-2	-0.8	-4	-11	103
C[C@]12CC[C@H]3C(=CCc4cc(O)ccc43)[C@@H]1CCC2=O	9	-9	-10	-3	0.1	0&0	-0.2	2	4	109
COc1ccc(S(=O)(=O)Nc2nnc(CC(C)C)s2)cc1	14	7	-3	2	-0.2	10	-0.3	-4	-13	109
COc1ccc(Sc2ccc(NC(=O)c3ccccc3Cl)cc2C#N)cc1	3	-1	1	-1	0.0	1	-1.5	2	-8	108
CC1(C)Oc2ccc(C#N)cc2[C@@H](N2CCCC2=O)[C@@H]1O	8	-11	-1	2	0.7	4	0.2	2	1	101
C/C=C(/C)C(=O)O[C@@H]1c2cc3c(c4c2[C@@]2(CO4)C(=O)C(OC)=C(OC)C=C2C[C@@H](C)[C@H]1C)OCO3	3	1	-5	-3	0.1	7	-1.4	7	3	97
OCC(O)CN1CCN(c2ccccc2)CC1 (centres undefined)	2	-7	-8	0	-0.3	2	-1.1	-1	-7	109
COc1cc(C)nc(-n2nc(C)cc2OC)n1	-3	4	-12	1	2.8	?	0.2	-4	-8	99
CCC(Cc1c(I)cc(I)c(N)c1I)C(=O)O (centres undefined)	9	-3	-15	1	0.1	0	0.8	-2	-10	102
CC(=O)N(CC(O)CO)c1c(I)c(C(=O)NCC(O)CO)c(I)c(C(=O)NCC(O)CO)c1I (centres undefined)	2	-1	1	-2	-0.1	62*	-1.4	-3	-13	95
CC1CCc2c(N3CCC(O)CC3)c(F)cc3c(=O)c(C(=O)O)cn1c23 (centres undefined)	0	-1	3	3	-0.1	5	-0.8	0	-10	98
C[C@H]1c2cccc(O)c2C(O)=C2C(=O)C3(O)C(O)=C(C(N)=O)C(=O)[C@@H](N(C)C)[C@@H]3[C@@H](O)[C@@H]21 (some centres undefined)	2	5	17	-2	0.2	-14	-1.1	3	4	95
CC(C)(C(=O)c1cccnc1)c1cccnc1	6	4	-5	-3	0.0	16	-1.4	-1	-10	100

Complete entries as entered above. Order of values: MC4R antag cAMP | ABHD5-PLIN5 inh | TLR9-MyD88 inh | Glyco luc inh | aDG glyco up | Vif inh | MC4R ag barr | Exocytosis inh | NOD2-RIPK2 inh | ABCB6 inh MLPCN
`COc1ccc(S(=O)(=O)Nc2nnc(CC(C)C)s2)cc1` across the screens: 14 | 7 | -3 | 2 | -0.2 | 10 | -0.3 | -4 | -13 | 109
`CC1(C)Oc2ccc(C#N)cc2[C@@H](N2CCCC2=O)[C@@H]1O` across the screens: 8 | -11 | -1 | 2 | 0.7 | 4 | 0.2 | 2 | 1 | 101
`CCC(Cc1c(I)cc(I)c(N)c1I)C(=O)O` (centres undefined) across the screens: 9 | -3 | -15 | 1 | 0.1 | 0 | 0.8 | -2 | -10 | 102

Going on with the list.
SMILES	MC4R antag cAMP	ABHD5-PLIN5 inh	TLR9-MyD88 inh	Glyco luc inh	aDG glyco up	Vif inh	MC4R ag barr	Exocytosis inh	NOD2-RIPK2 inh	ABCB6 inh MLPCN
O=C1CCc2cc(OCCCCc3nnnn3C3CCCCC3)ccc2N1	17	9	-6	1	0.2	-7	-0.1	-4	-4	100
CN(C)CCOC(=O)C(c1ccccc1)C1(O)CCCC1 (centres undefined)	8	-6	-5	0	0.1	0	0.2	0	2	99
CCCN(CCC)C(=O)C(CCC(=O)O)NC(=O)c1ccccc1 (centres undefined)	1	-5	-7	1	0.1	-11	-0.5	-5	-13	100
Cc1ccsc1/C=C/C1=NCCCN1C	3&10&0	-4&2&-8	4&-6&-7	2&2&-1	0.3&-0.4&-0.3	-4&-1&-2	-1.3&0.2&-1.1	1&-2&1	11&-1&-6	95&97&106
CCOc1ccc(NC(=S)N2CCC(C(O)(c3ccccc3)c3ccccc3)CC2)cc1	5	2	-3	-2	0.3	-1	1.3	1	-1	90
Oc1cc2c(cc1O)C1c3ccc(O)c(O)c3OCC1(O)C2 (centres undefined)	-2	14	14	-1	0.2	-1	-3.3	2	-8	103
O=C(c1ccccc1)c1ccc2n1CCC2C(=O)O (centres undefined)	1	-8	3	1	0.0	2	1.2	-7	-11	97
COc1c(O)cc2c(c1O)[C@@H]1O[C@H](CO)[C@@H](O)[C@H](O)[C@H]1OC2=O	9	4	2	0	-0.1	3	-0.8	14	-6	95
Nc1ncnc(Nc2ccccc2)n1	7	3	-10	-1	-0.1	-3	-0.6	-2	-3	94
CCOC(=O)Nc1ccc2c(c1)N(C(=O)CCN1CCOCC1)c1ccccc1S2	0&3	1&1	0&7	0&-4	0.1&0.0	1&-2	-1.4&0.4	-2&1	1&4	109&100
CCC12CCCN3CCc4c(n(c5ccccc45)C(O)(C(=O)OC)C1)C32 (centres undefined)	3	-2	3	2	0.1	-6	-0.9	-1	-8	101
CN(C)CCC[C@@]1(c2ccc(F)cc2)OCc2cc(C#N)ccc21	22	-1	4	-3	-0.1	15	-1.0	3	-12	97

Looked up by structure from the list above (two):
SMILES	MC4R antag cAMP	ABHD5-PLIN5 inh	TLR9-MyD88 inh	Glyco luc inh	aDG glyco up	Vif inh	MC4R ag barr	Exocytosis inh	NOD2-RIPK2 inh	ABCB6 inh MLPCN
CCCN(CCC)C(=O)C(CCC(=O)O)NC(=O)c1ccccc1 (centres undefined)	1	-5	-7	1	0.1	-11	-0.5	-5	-13	100
C[C@H]1c2cccc(O)c2C(O)=C2C(=O)[C@]3(O)C(O)=C(C(N)=O)C(=O)[C@@H](N(C)C)[C@@H]3[C@@H](O)[C@@H]21	1	-3	-1	-3	-0.1	-2	-0.2	-2	0	98

(continued)
SMILES	MC4R antag cAMP	ABHD5-PLIN5 inh	TLR9-MyD88 inh	Glyco luc inh	aDG glyco up	Vif inh	MC4R ag barr	Exocytosis inh	NOD2-RIPK2 inh	ABCB6 inh MLPCN
O=C(O)CCCCCCCC(=O)O	-7	0	-4	-1	0.0	0	0.1	-3	3	102
O=c1c(O[C@@H]2O[C@H](CO)C(O)C2O)c(-c2ccc(O)c(O)c2)oc2cc(O)cc(O)c12 (some centres undefined)	-5	4	5	1	-0.3	.	-0.9	22	2	92
CN1CCN(c2c(F)cc3c(=O)c(C(=O)O)cn4c3c2SCC4)CC1	1	0	4	2	0.0	.	-1.1	-1	-4	95
CC(=O)OCC(=O)C1(O)CCC2C3CCC4=CC(=O)C=CC4(C)C3(F)C(O)CC21C (centres undefined)	5	-6	-6	1	0.0	-3	-1.7	-4	-14	108
COc1cc(C(=O)NCCCCCC(=O)O)cc(OC)c1OC	9	4	-1	2	0.3	-1&-11	0.5	-3	-5	100
O=C1c2ccccc2C(=O)c2c(O)c(O)cc(O)c21	2	11	1	0	-0.1	18	-1.6	2	-9	115
O=C1c2c(O)cccc2C(C2OC(CO)[C@@H](O)[C@H](O)[C@H]2O)c2cc(CO)cc(O)c21 (some centres undefined)	3	0	-8	0	-0.2	-3	-0.6	-5	-5	97
COc1cc2c(c(OC)c1OC)-c1c(cc(OC)c(OC)c1OC)C[C@H](C)[C@H](C)C2	8	0	-1	-3	-0.1	-6	0.2	-4	4	74*
COc1cc(NC(=O)c2cc(C3CC3)on2)c(OC)cc1Cl	7	7	-10	0	0.0	-10	2.3	1	-2	81

Source: PubChem
